# Source: PubChem BioAssay (Sanford-Burnham Center for Chemical Genomics)
# Apaf1 inhib: inhibitors of human Apaf-1 apoptosome; AID 489030; O14727; reconstituted apoptosome caspase-3 activity, DEVD-Rh110 fluorescence; inhibition, % at 20 µM; actives 0.71% (n = 330,000); active means inhibition of at least 40% at 20 µM;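 further: plate controls were DMSO wells for no effect and DEVD-CHO caspase inhibitor wells for full effect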
# Target sequence (O14727 whole entry, looked up): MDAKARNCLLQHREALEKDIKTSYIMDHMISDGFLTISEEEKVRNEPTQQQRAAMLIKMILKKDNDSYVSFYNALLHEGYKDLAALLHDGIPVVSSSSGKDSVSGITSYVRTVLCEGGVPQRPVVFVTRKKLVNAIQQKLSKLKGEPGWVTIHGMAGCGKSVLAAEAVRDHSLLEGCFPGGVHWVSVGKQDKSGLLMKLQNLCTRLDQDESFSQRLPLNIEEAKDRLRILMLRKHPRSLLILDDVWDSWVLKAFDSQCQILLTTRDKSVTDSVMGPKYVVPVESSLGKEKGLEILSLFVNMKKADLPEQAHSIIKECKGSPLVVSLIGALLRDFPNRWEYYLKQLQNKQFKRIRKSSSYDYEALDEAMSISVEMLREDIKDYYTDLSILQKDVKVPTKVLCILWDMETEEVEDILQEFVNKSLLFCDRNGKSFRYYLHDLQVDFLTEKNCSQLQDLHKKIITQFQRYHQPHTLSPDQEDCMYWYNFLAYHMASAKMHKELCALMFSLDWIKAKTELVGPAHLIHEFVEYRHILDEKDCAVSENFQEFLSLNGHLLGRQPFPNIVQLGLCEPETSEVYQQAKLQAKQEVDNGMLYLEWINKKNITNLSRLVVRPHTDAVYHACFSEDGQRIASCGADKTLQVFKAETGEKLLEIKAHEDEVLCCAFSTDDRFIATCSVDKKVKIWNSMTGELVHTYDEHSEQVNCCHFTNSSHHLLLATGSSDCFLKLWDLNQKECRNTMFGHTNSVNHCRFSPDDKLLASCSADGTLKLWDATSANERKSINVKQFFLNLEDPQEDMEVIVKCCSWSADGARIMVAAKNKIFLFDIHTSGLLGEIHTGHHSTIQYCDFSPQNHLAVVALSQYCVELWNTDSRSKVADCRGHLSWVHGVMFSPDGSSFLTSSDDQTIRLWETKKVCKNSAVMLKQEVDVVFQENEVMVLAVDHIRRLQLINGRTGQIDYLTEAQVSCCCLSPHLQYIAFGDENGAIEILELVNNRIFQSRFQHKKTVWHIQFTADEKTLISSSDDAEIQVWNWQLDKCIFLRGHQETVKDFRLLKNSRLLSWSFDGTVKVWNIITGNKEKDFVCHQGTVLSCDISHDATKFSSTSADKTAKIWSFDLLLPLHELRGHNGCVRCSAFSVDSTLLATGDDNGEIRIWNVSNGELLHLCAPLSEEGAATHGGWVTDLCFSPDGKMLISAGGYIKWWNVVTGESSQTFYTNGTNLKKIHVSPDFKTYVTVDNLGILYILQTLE
#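 Material: reconstituted apoptosome with Apaf-1, cytochrome c, caspase-9, procaspase-3, dATP / Buffer or medium: pH 7.5 Hepes buffer with CHAPS, BSA, DTT / Also added: cytochrome c with DEVD-Rh110 / Schedule: compound with Apaf-1, dATP, procaspase-3 30 min, then 50 min reaction, room temperature / Technique: rhodamine 110 fluorescence at Ex 480/Em 540 nm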
# UBC13 inh: blocks human UBC13 polyubiquitin chain formation | actives 0.47% (n = 330,000) | AID 485273 | TR-FRET | inhibition, % at 20 µM | P61088; in the data active means inhibition above about 45%, passing the limit was not always enough
# CCR6 antagonist: CCR6 (human) receptor antagonism. P51684. CHO-K1 CCR6 PathHunter beta-arrestin, luminescence, CCL20-stimulated. inhibition, % at 20 µM. actives 0.49% (n = 340,000);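 active means compounds whose inhibition of the agonist-driven luminescence signal at 20 µM reaches about 50%, limit read from the data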;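 further: cells stimulated with CCL20 at 14 nM final; plate controls were DMSO with CCL20 for no effect and DMSO without agonist for full effect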
# Jurkat NFkB inh: lowers PMA/ionomycin-induced NF-kB signal in Jurkat cells; PMA/ionomycin-induced NF-kB luciferase reporter, luminescence; inhibition, % at 4 µM; actives 0.53% (n = 330,000); AID 435003
# Gli-Sufu block: antagonists of Gli-Sufu signaling | Sufu-KO-LIGHT fibroblasts, Gli luciferase reporter luminescence | inhibition, % at 5 µM | actives 0.74% (n = 340,000) | AID 588413;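 active means inhibition above about 55%, limit read from the data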;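 further: 0% = DMSO-treated cells and 100% = wells with medium but no cells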
# 697 NFkB inh: inhibitors of the PMA/ionomycin-induced NF-kB reporter in 697 B cells; 697 B-cell NF-kB luciferase reporter, 16 h; inhibition, % at 4 µM; actives 0.33% (n = 330,000); in the data active means inhibition above about 35%
# SENP8 block: inhibitors of human SENP8 protease; Q96LD8; purified SENP8, Z-RLRGG-aminoluciferin cleavage, luminescence; inhibition, % at 10 µM; actives 1.2% (n = 330,000); AID 2540
# EBI2 antag: EBI2 (human) antagonism; inhibition, % at 5 µM; actives 0.81% (n = 360,000); EBI2 beta-arrestin recruitment, luminescence, 7a,25-OHC stimulated; in the data active means inhibition above about 38%;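 further: enzyme fragment complementation signal reports receptor beta-arrestin coupling in cells; 0% = agonist plus DMSO wells and 100% = wells without agonist; some results beyond the cut were filed as inactive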
# * hit, by the source's call; . = not tested or not shown. Unless noted, no stated cut-off is given here; in the data, active means inhibition above about 50%; inactive means the rest.
SMILES,Apaf1 inhib,UBC13 inh,CCR6 antagonist,Jurkat NFkB inh,Gli-Sufu block,697 NFkB inh,SENP8 block,EBI2 antag
O=C(COC(=O)C1CSC2(c3ccc(F)cc3)CCC(=O)N12)NC(=O)NC1CCCC1 (stereo unspecified),17.3,9.7,6.0,11.8,-1.8,5.5,0.8,-1.0
O=C(O)c1ccc2oc(=O)c(S(=O)(=O)c3ccccc3)cc2c1,-0.3,2.8,2.9,8.8,0.8,-1.6,1.9,6.6
COc1ccc(NC(=O)C2CCCCN2S(=O)(=O)c2ccc(F)cc2)c(OC)c1 (stereo unspecified),1.3,-1.1,5.9,14.6,-0.7,5.2,-6.6,6.1
COc1ccc(S(=O)(=O)Nc2ccc(C(F)(F)F)cc2)cc1OC,14.9,-6.0,-3.9,-3.7,5.9,-0.2,-7.1,3.1
CC12CCC(=O)N1C(C(=O)NNC(=O)COc1cccc(C(F)(F)F)c1)CS2 (stereo unspecified),3.9,-3.6,2.8,21.0,0.6,9.3,8.8,5.6
NC(=O)c1c(NC(=O)C2c3ccccc3Oc3ccccc32)sc2c1CCCCC2,22.1,-9.6,5.1,-16.0,2.6,-21.8,-12.6,-1.1
O=C(CN1CCN(Cc2ccccc2)CC1)N/N=C/C=C/c1ccco1,-1.3,4.5,1.9,14.4,0.9,2.9,-4.1,5.1
Cc1cccc(Oc2ccc(S(=O)(=O)N3CCCCC3)cc2NC(=O)C2=COCCO2)c1,33.1,-7.7,18.2,-11.3,-10.8,-10.0,-6.8,13.6
CCOC(=O)C1=C(c2ccccc2)NC(=O)NC1c1cccc(OC)c1OC (stereo unspecified),-10.9,-2.3,1.2,-12.7,-1.0,-5.5,2.3,10.2
Cc1ccc(OCc2ccc(Br)cc2)c([N+](=O)[O-])n1,-0.6,9.3,.,-163.6,.,-157.5,-8.3,.
CCOC(=O)N1CCN(CC(O)COc2ccc(C(C)C)c(C)c2)CC1 (stereo unspecified),16.0,5.2,17.0,-21.4,3.2,2.9,4.2,2.1
O=C(Cc1c[nH]c2ccccc12)NCc1ccc2c(c1)OCO2,-6.8,9.5,3.6,3.5,21.5,8.4,-1.6,-8.3
O=C(Nc1ccc(F)cc1)c1oc2ccccc2c1NC(=O)C1CCCC1,-8.7,12.2,-3.1,-2.8,-26.1,11.6,5.1,-42.8
Cc1ccccc1NC(=S)NNC(=O)c1ccco1,2.9,-2.4,15.5,-11.3,3.0,-12.2,6.5,9.4
Cc1cc(NC(=O)c2ccc(Cl)cc2)c(C)cc1O,4.8,1.1,4.6,-7.5,14.4,-23.3,-5.4,0.2
Cn1cccc1/C=C1\SC(=O)N(CC(=O)Nc2ccc(Cl)cc2)C1=O,-6.5,-4.0,7.2,15.1,-7.7,13.0,-3.7,7.8
O=C(O)CCc1ccc(-c2ccccc2)n1CC(=O)O,-5.7,-0.4,-5.8,-13.2,-1.4,-5.8,4.9,-11.7
CC1CCCCN1CCNC(=O)C1CCN(S(=O)(=O)c2cccc3cccnc23)CC1 (stereo unspecified),2.4,12.1,7.6,-8.0,38.5,-5.5,9.8,1.3
[O-][N+]12CCN(CC1)c1ccccc12,-5.9,-4.7,7.3,3.9,4.2,-0.6,-13.6,1.3
Cc1cc(C)cc(OCC(=O)Nc2ccc(S(=O)(=O)Nc3ccccn3)cc2)c1,7.9,5.5,3.5,-12.9,6.5,20.6,14.8,-1.4
Cc1cc(NS(=O)(=O)c2ccc(NC(=S)NC(=O)c3ccc(Br)cc3)cc2)no1,3.3,-21.3,23.1,9.2,28.8,10.7,6.5,-1.8
COc1ccc(NC2CS(=O)(=O)CC2NCc2ccccc2)cc1 (stereo unspecified),0.6,1.0,-3.4,-11.1,1.1,6.3,-3.1,0.5
COc1cc(CC(NC(C)=O)C(=O)NC2CCN(C(=O)c3ccc(C)cc3)CC2)cc(OC)c1 (stereo unspecified),3.3,-11.8,7.8,6.4,2.9,6.2,-5.6,-2.5
CC(=O)Nc1c(C#N)c(C(C)(C)C)cn1C,-5.9,-1.6,10.3,-8.3,-1.3,10.7,-11.2,-3.9
CC1=NNC(=O)C1CC(=O)N/N=C(/C)c1cccc([N+](=O)[O-])c1 (stereo unspecified),5.2,-16.5,6.4,-6.7,-28.2,8.1,-7.6,-9.1
CN1CCN(C(=S)NC(=O)c2ccc(C(C)(C)C)cc2)CC1,-5.3,-0.6,12.1,19.7,59.8*,-21.6,9.2,-13.7
O=C(Nc1ccc(OC(F)(F)F)cc1)C1CCCN(S(=O)(=O)c2cnc[nH]2)C1 (stereo unspecified),8.7,-1.9,1.1,-4.2,0.5,2.5,8.2,4.4
CNS(=O)(=O)c1ccc(NC(=O)C2CC(=O)N(c3ccc(Cl)cc3)C2)cc1 (stereo unspecified),-4.1,5.8,1.4,16.9,-4.0,12.0,5.0,11.5
Cc1nc2c(C)cccn2c1/C(O)=C1\C(=O)C(=O)N(CCN(C)C)C1c1ccccc1 (stereo unspecified),-7.4,-1.7,-1.9,10.1,-2.3,10.1,-0.3,-2.8
CC1(c2ccccc2)NC(=O)N(CC(=O)NNC(=O)c2ccccc2F)C1=O (stereo unspecified),2.3,2.0,-4.6,2.3,0.7,11.1,3.1,6.1
Cc1ccc2oc(-c3ccc(C)c(NC(=S)NC(=O)c4cccs4)c3)nc2c1,28.6,-11.3,19.9,-169.7,-58.8,-225.7,11.6,6.3
COc1cccc(CSc2nc3ccccc3[nH]2)c1,-8.0,0.6,-3.1,-82.8,-11.5,-61.2,77.3*,1.2
Cc1ccc(NC(=O)NC2CCN(CC(=O)Nc3nccs3)CC2)cc1,-9.3,11.6,-0.4,12.2,10.3,6.4,0.0,-2.5
Cc1ccccc1N1CC(=O)N(c2ccccc2C)CC1=O,-3.9,4.9,1.2,-17.5,-4.5,5.9,-0.4,-2.6
COc1cccc2cc(C(=O)Nc3ccccc3C)/c(=N/NS(=O)(=O)c3ccccc3)oc12,-3.2,-12.6,21.4,1.0,-9.1,21.0,3.4,6.1
Clc1cccc(Cl)c1Cn1cnc2c(N3CCCCCC3)ncnc21,20.7,3.9,24.1,-8.2,-1.8,-247.0,3.5,36.5
CCOCCCNC(=O)C(=O)NCCCOCC,-14.8,-2.5,-3.4,10.9,1.1,16.2,-0.1,-18.0
COc1cc2c(cc1OC)C(c1ccccc1C)CC(=O)N2 (stereo unspecified),1.4,4.3,8.7,6.7,7.5,9.9,-8.9,-7.5
O=C(Cn1cnc2c(NCc3ccccc3)ncnc21)NCCc1cc2ccccc2[nH]1,17.6,.,15.0,.,-9.9,-8.4,.,2.2
O=C(OCc1csc(-c2ccccc2)n1)c1ccccc1O,3.3,-14.3,-0.1,-44.4,-25.5,-38.7,88.4*,4.7
CC(C)OP(=O)(OC(C)C)C(Nc1ccccc1)c1ccccc1C(F)(F)F (stereo unspecified),19.8,-2.1,11.5,-3.2,-4.2,12.5,-0.7,6.7
Cn1c(CC(=O)NNC(=O)c2cccnc2)nc2ccccc21,4.0,-14.8,5.2,-6.3,-8.9,3.2,-10.3,-6.6
Oc1cccc(Nc2nc(O)c(/C=C3\C=Nc4ccccc43)s2)c1,-10.6,-8.6,30.7,-56.9,-5.5,-42.3,8.6,5.2
CCNC(=S)NCCN1CCCCC1,-8.8,6.8,8.3,8.5,-0.7,12.0,5.8,-4.2
O=C(NCCCc1ccccc1)c1ccc(CS(=O)Cc2ccc(Cl)cc2)o1 (stereo unspecified),3.0,2.8,9.4,9.6,-2.5,-5.0,-1.4,6.1
Cc1cccc(-c2nnc(SCC(=O)Nc3cc(C)on3)n2C)c1,-0.7,0.9,8.2,-6.9,-9.9,2.4,-3.0,1.8
CN(/C=C1/C(=O)CNC1=O)CCO,6.0,-1.4,8.3,8.2,-4.8,10.5,-1.1,4.1
CCn1c(SCC(=O)Nc2cccc(C)n2)nnc1-c1ccco1,19.6,-7.2,-11.7,4.0,-8.8,-6.3,-4.9,-15.4
COc1ccccc1C/C(N)=N/OC(=O)COc1cc(C)cc(C)c1C,-4.2,7.0,12.6,18.3,8.1,5.7,-3.0,14.9
COc1ccc(C(=O)O)cc1S(=O)(=O)NCCc1ccccn1,-17.4,12.8,-1.1,1.2,2.2,10.3,-0.7,3.3
CS(=O)(=O)Nc1ccccc1N=C(c1ccccc1)c1ccccc1,0.6,-2.9,0.0,-16.1,3.1,2.4,-5.8,-6.6
COCCCN1C(=O)/C(=C/c2ccc(CNS(=O)(=O)c3ccccc3)o2)C(C(=O)OC)=C1C,10.1,-14.8,16.2,6.8,14.5,8.5,-6.6,5.5
CCOc1ccc(S(=O)(=O)NCCC(=O)N2CCCCCCC2)cc1,5.1,-5.4,0.6,0.3,6.4,-30.0,-0.8,2.8
NC(=O)CN1CCN(c2cccc(Cl)c2)CC1,-23.6,-3.8,-1.8,1.4,1.8,18.6,4.8,2.9
COc1ccc(CNC(=O)CCC(=O)Nc2nnc(CC(C)C)s2)cc1,-12.4,2.0,-0.3,18.6,1.4,17.6,-10.8,-1.0
CN(c1ccccc1)S(=O)(=O)c1ccc(Cl)c(C(=O)OCC(=O)N2CCOCC2)c1,-11.2,23.4,2.0,-1.0,-15.5,0.0,2.9,-9.2
O=C(/C=C/c1ccc(Cl)cc1)NCCSc1ccccc1,-9.2,2.1,15.5,-1.2,-23.9,9.0,-2.8,59.7*
Cc1nnc(-c2ccccc2)c[n+]1[O-],10.7,-11.2,4.6,-8.1,4.6,-28.5,-3.8,6.9
Cc1cc(NS(=O)(=O)c2ccc(NC(=O)C(C(C)C)N3C(=O)c4ccccc4C3=O)cc2)nc(C)n1 (stereo unspecified),-5.5,-7.4,8.3,-26.9,-0.8,-16.7,-0.4,-7.1
Cc1ccc(Cl)cc1NC1=NC(=S)N(C(C)C)C12CCCCC2,18.7,-4.0,28.9,0.9,-3.9,-11.2,0.3,13.8
# (next part)
SMILES,Apaf1 inhib,UBC13 inh,CCR6 antagonist,Jurkat NFkB inh,Gli-Sufu block,697 NFkB inh,SENP8 block,EBI2 antag
CC(=O)Oc1ccc2nc(CN3C(=O)c4ccc([N+](=O)[O-])cc4C3=O)oc(=O)c2c1,-0.5,-2.0,35.0,-5.7,2.8,-8.5,3.4,-3.0
COc1cccc(Cn2c(NCc3ccco3)nc3c2c(=O)n(C)c(=O)n3C)c1,4.0,13.7,8.8,17.2,80.9*,-14.8,1.4,.
Cn1c(-c2ccccc2)cnc1N,10.2,-13.9,12.3,-26.5,-37.8,-71.9,-0.4,-13.7
Cc1c(NC(=O)c2ccc3c4c(cccc24)CC3)c(=O)n(-c2ccccc2)n1C,-2.7,-3.9,-3.0,-1.0,6.9,6.6,-11.7,1.2
CCOC(=O)c1ccc(NC(=O)CC2C(=O)N(c3cccc(OC)c3)C(=O)N2CCOC)cc1 (stereo unspecified),1.0,-6.1,38.9,-15.8,-0.4,7.4,-8.3,9.1

# An excerpt from the list above:
SMILES,Apaf1 inhib,UBC13 inh,CCR6 antagonist,Jurkat NFkB inh,Gli-Sufu block,697 NFkB inh,SENP8 block,EBI2 antag
CC(=O)Oc1ccc2nc(CN3C(=O)c4ccc([N+](=O)[O-])cc4C3=O)oc(=O)c2c1,-0.5,-2.0,35.0,-5.7,2.8,-8.5,3.4,-3.0
COc1cccc(Cn2c(NCc3ccco3)nc3c2c(=O)n(C)c(=O)n3C)c1,4.0,13.7,8.8,17.2,80.9*,-14.8,1.4,.
Cn1c(-c2ccccc2)cnc1N,10.2,-13.9,12.3,-26.5,-37.8,-71.9,-0.4,-13.7
Cc1c(NC(=O)c2ccc3c4c(cccc24)CC3)c(=O)n(-c2ccccc2)n1C,-2.7,-3.9,-3.0,-1.0,6.9,6.6,-11.7,1.2
CCOC(=O)c1ccc(NC(=O)CC2C(=O)N(c3cccc(OC)c3)C(=O)N2CCOC)cc1 (stereo unspecified),1.0,-6.1,38.9,-15.8,-0.4,7.4,-8.3,9.1

# A portion of the library; count on the stated rates, not on these rows.
